TSHR antag = Antagonists of the Thyroid Stimulating Hormone Receptor: HTS campaign | TSHR-expressing cells, TSH-stimulated cAMP HTRF, 2 h; hits give low values | AID 504810, 2011 | Thyrotropin receptor (Homo sapiens), P16473 | 330,000 tested, 0.2% active | activity change, negative = inhibition, % at 11.5 µM;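 active means activity change below a set negative limit, meaning inhibition stronger than a set level, cut at about -70% in these data; inconclusive means activity change between two set negative limits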; further: on the % scale 0 is the no-effect control and ±100 the full control effect
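TSHR-expressing cells were treated with compounds, then stimulated with TSH at EC80 (4nM final) for 2 hours at 37 deg C. Cellular cAMP was measured by HTRF competition between lysate cAMP and cAMP-d2 for a cryptate-labelled anti-cAMP antibody.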
ASM inhibitor = Inhibitors of Secretory Acid Sphingomyelinase (S-ASM): qHTS; Sphingomyelin phosphodiesterase (Homo sapiens), P17405; placental ASM, HMU-PC fluorogenic substrate, 60 min; Potency, µM (top dose mostly 57.5 µM), inactives show at the top dose activity change, negative = inhibition, usual class: inhibitors; 340,000 tested, 0.006% active; AID 504937, 2011; further: potency means the concentration at half of the fitted maximal effect
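Fluorogenic HMU-PC substrate (9 uM final) is turned over by placental ASM in 60 min at 37 C after a 10 min compound preincubation. Reaction ended by alkaline stop (pH 10), with fluorescence read at 386/447 nm.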
TCR activator = Activators of T cell receptors: qHTS campaign; 330,000 tested, under 10 active; AID 504894, 2011; Potency, µM (titrated, usually from 9.22 µM), for the others: at the highest dose activation of IL-2 secretion, actives largely listed as activators; primary human leukocytes, anti-CD3, IL-2 HTRF, 48 h; further: % of control where 0% means no effect
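Activity was scored as IL-2 release from primary human leukocytes given only a TCR signal (a-CD3 beads) plus compound for 48 hr. Detection used a two-antibody HTRF format read at 665nm.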
a7 integrin act = qHTS for Activators of Integrin-Mediated Alleviation for Muscular Dystrophy | Potency, µM (top dose mostly 38.3 µM), inactives show at the highest dose activation, usual class: activators | 350,000 tested, 0.064% active | alpha7betagal myoblasts, beta-gal FDG fluorescence, 48 h | AID 624291, 2012;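 further: potency means the concentration at half of the fitted maximal effect; 100% = response of the positive control SU9516; nearly all actives have a fitted effect of over 60% in size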
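alpha7betagal+/- myoblasts (passage 13, 250/well) treated 48 h at 37C with compounds at 1:260 dilution of DMSO stock. Lysed, then beta-galactosidase activity read as FDG fluorescence (ex 480/em 540) after 30 min, with pre-read for autofluorescence.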
Eya2 inh = qHTS Assay for Inhibitors of the Phosphatase Activity of Eya2. Protein phosphatase EYA2 (Homo sapiens), O00167. recombinant Eya2, OMFP fluorescence dephosphorylation (OMFP is methylfluorescein phosphate). AID 488837, 2010. Potency, µM (series often up to 76.9 µM), for the others: at the highest dose activity, negative = inhibition, most hits filed as inhibitors. 330,000 tested, 0.006% active; further: potency means the concentration at half of the fitted maximal effect; on the % scale 0 is the no-effect control and ±100 the full control effect
Target sequence (O00167 whole entry, looked up): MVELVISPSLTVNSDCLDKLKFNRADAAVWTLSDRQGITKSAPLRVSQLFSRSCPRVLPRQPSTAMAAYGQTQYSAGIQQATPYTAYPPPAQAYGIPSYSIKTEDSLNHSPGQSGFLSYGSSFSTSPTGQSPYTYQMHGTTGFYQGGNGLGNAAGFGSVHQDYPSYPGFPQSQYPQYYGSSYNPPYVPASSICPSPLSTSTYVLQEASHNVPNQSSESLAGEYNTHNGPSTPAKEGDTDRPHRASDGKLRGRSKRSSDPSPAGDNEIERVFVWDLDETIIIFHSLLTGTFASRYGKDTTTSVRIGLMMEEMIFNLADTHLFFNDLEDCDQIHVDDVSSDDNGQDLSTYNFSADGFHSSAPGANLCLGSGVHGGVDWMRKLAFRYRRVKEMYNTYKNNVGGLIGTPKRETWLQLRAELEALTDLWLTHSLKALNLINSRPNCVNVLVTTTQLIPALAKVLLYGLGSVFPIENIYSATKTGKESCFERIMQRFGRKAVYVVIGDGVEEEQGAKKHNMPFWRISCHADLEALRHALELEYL
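Eya2 protein (added as 0.2 uM solution) was preincubated with compound for 10 min at ambient temperature in 50 mM HEPES pH 7.5, 50 mM NaCl, 5 uM MgCl2, 0.05% BSA, 1 mM DTT. OMFP (added at 50 uM) then reacted 10 min; fluorescence read at 485/525 nm.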
Tb PFK block = qHTS Assay to Find Inhibitors of T. brucei phosphofructokinase | ATP-dependent 6-phosphofructokinase (Trypanosoma brucei brucei), O15648 | T. brucei PFK, ADP-Glo luminescence | Potency, µM (doses to about 57.5 µM), inactives show top-dose activity, negative = inhibition, hits mostly inhibitors | 330,000 tested, 0.17% active | AID 485367, 2010;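 further: potency means the concentration at half of the fitted maximal effect; 0% = uninhibited 1x PFK enzyme wells and -100% = no-enzyme wells; nearly all actives have a fitted effect of over 60% in size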
Target sequence (O15648 whole entry, looked up): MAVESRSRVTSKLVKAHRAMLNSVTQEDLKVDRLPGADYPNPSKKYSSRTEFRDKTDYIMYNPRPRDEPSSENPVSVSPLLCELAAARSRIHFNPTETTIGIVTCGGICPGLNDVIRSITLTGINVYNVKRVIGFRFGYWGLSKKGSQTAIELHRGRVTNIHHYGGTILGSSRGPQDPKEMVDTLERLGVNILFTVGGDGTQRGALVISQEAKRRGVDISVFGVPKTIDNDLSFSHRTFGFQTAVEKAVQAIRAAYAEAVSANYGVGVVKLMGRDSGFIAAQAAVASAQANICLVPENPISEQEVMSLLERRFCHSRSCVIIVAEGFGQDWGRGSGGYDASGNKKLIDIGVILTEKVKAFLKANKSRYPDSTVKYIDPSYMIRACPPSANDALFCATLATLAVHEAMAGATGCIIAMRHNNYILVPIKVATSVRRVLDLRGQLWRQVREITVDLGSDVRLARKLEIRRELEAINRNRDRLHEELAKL
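PFK 1.25 nM, F6P 0.5 mM, ATP 0.1 mM, 0.1 M TEA pH 8.0, 5 mM MgCl2, 0.01% Tween20, 0.1% BSA; 45 min RT. ADP-Glo readout. qHTS titration up to 57 uM; curves fitted, compounds curve-classed.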
Mito fusion yeast = qHTS Assay for Small Molecule Inhibitors of Mitochondrial Division or Activators of Mitochondrial Fusion. Potency, µM (highest dose often 46.1 µM), for inactives: at the top dose growth rescue (activation), usual class: activators. S. cerevisiae fusion-defective mutant growth rescue, CellTiterGlo 48 h. AID 485298, 2010. 320,000 tested, 0.23% active;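 further: potency means the concentration at half of the fitted maximal effect; % of control where 0% means no effect; nearly all actives have a fitted effect of over 45% in size; temperature-sensitive fusion mutants such as fzo1-1 at 37 °C on non-fermentable ethanol glycerol medium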
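Compounds are tested for their ability to restore growth of mitochondrial fusion-defective yeast strains at non-permissive 37C in YPEG medium over 48 hours. Viability is quantified by luciferase luminescence.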
A-T KAP1 phos = qHTS Assay for Identifying a Potential Treatment of Ataxia-Telangiectasia. […] A-T fibroblasts, KAP-1 phosphorylation AlphaLISA; neocarzinostatin DNA damage 30 min before lysis. Potency, µM (titrated, usually from 57.5 µM), inactives show at the top dose activation, hits mostly activators. 320,000 tested, 0.19% active. AID 485349, 2010; further: potency means the concentration at half of the fitted maximal effect; % of control where 0% means no effect; nearly all actives have a fitted effect of over 45% in size
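hTERT-immortalized A-T patient fibroblasts ([…]), 500 cells/well in OPTI-MEM, 1% FBS, got compounds for 60 min, then NCS for 30 min at 37C. Lysates were then assayed for phospho-KAP-1 by AlphaLISA (anti-pKAP1 donor, anti-KAP1 acceptor beads), 6 hr at 25C.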
ELG1 repair inh = qHTS screen for small molecules that inhibit ELG1-dependent DNA repair in human embryonic kidney (HEK293T) cells expressing luciferase-tagged ELG1 | HEK293T ELG1-luciferase reporter, luminescence, 16 h; DNA damage induced by 5-fluorouridine | Potency, µM (top dose mostly 46.1 µM), for the others: top-dose activity change, negative = inhibition, actives largely listed as inhibitors | 330,000 tested, 2.3% active; further: potency means the concentration at half of the fitted maximal effect; on the % scale 0 is the no-effect control and ±100 the full control effect; nearly all actives have a fitted effect of over 55% in size
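DMSO vehicle served as the neutral condition. Each well held 2,000 cells given 5-fluorouridine plus compound; after 16 hr at 37 °C/5% CO2, ONE-Glo was added and luciferase measured 30 min later.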
TSG101-PTAP inh = qHTS Assay for Iinhibitors of HIV-1 Budding by Blocking the Interaction of PTAP/TSG101 | AID 493005, 2010 | Fluorescence polarization, FITC-PTAP peptide / Tsg101 binding | Potency, µM (top dose mostly 115 µM), for the others: top-dose activity change, negative = inhibition, actives largely listed as inhibitors | 340,000 tested, under 10 active | Tumor susceptibility gene 101 protein (Homo sapiens), Q99816; active means well fitted inhibition curve with a large enough effect in the main read-out, with a control signal flat, not every such curve was filed as active; inconclusive means small, poorly fitted or top-dose-only effect, or effect the other way, or a change in a side signal; inactive means no such curve, though single readings can be large or run the other way; further: potency means the concentration at half of the fitted maximal effect; % of control where 0% means no effect
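Tsg101 binding domain (10 uM final) was mixed with compound and a FITC-labeled PTAP peptide (50 nM final) in HEPES pH 7.5 buffer with NaCl, Tween 20, EDTA and TCEP; fluorescence polarization was read after 20 min at r.t.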
Chronic BCR inh = qHTS Assay to Find Inhibitors of Chronic Active B-Cell Receptor Signaling; ABC-DLBCL IkBa-CBG/CBR reporter, luminescence ratio, 4 h; Potency, µM (highest dose often 46.1 µM), for inactives: top-dose ratio change, negative = lower green/red ratio, most hits filed as inhibitors; 340,000 tested, 0.05% active; AID 493014, 2011; active means well fitted inhibition curve with a large enough effect in the signal ratio, with a control signal flat, not every such curve was filed as active; inconclusive means small, poorly fitted or top-dose-only effect, or effect the other way, or a change in a side signal; the % refers to the signal ratio;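 further: potency means the concentration at half of the fitted maximal effect; plate controls were basal doxycycline-induced cells for no effect and cells given 10 µM MG132 for full effect; MG132 reads +100%, hits lower the ratio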
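TMD8 human ABC-DLBCL cells with doxycycline-inducible IκBα–green luciferase fusion and unfused red luciferase, in 0.5% FBS medium; compounds up to 46 uM, 4 h at 37C. Green/red luminescence ratio, filter-overlap corrected, fitted to concentration-response curves.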
Starred values were filed as active, the others as inactive; ? = inconclusive; / = no result given; [ ] = remark or other dose. Unless noted, the call rests on the fitted dose curve; in most records, active means well fitted curve in the direction sought with a large enough effect; inconclusive means small, poorly fitted or top-dose-only effect, or another doubt; inactive means no such curve, though single readings can be large; an effect the other way counts as inactive or inconclusive.

item	smiles	TSHR antag	ASM inhibitor	TCR activator	a7 integrin act	Eya2 inh	Tb PFK block
1	Cc1nc(SCC(=O)Nc2cc(S(=O)(=O)N3CCOCC3)ccc2Cl)nc(C)c1C	-5	-2%	3%	-2%	-8%	-4%
2	CCOC(=O)C1CCN(Cc2cc(C(C)C)c(O)c(C(C)C)c2)CC1	-2	13%	-2%	-62%[inhibitor]	-17%	7%
3	Cc1ccc(-c2nc3ncccc3n2O)cc1	-3	2%	-1%	-8%	0%	3%
4	Cc1oc(-c2ccccc2)nc1CS(=O)CC(=O)NC1CCCC1 (configuration not stated)	-2	7%	4%	4%	6%	0%
5	O=C(COc1cccc(C(F)(F)F)c1)Nc1ccc(S(=O)(=O)N2CCCC2)cc1	1	-9%	9%	-20%	2%	?
6	CCOc1ccccc1/C=c1\sc2nc(-c3ccco3)nn2c1=O	-11	0%	4%	-12%	-4%	?
7	O=S(=O)(c1ccc(SCc2ccc(Br)cc2)nc1)N1CCOCC1	-25	-12%	-4%	-7%	8%	-7%
8	CC(=O)N1CCN(C(=S)c2ccc(N(C)C)cc2)CC1	14	0%	5%	-21%	5%	-13%

item	Mito fusion yeast	A-T KAP1 phos	ELG1 repair inh	TSG101-PTAP inh	Chronic BCR inh
1	7%	4%	?	-2%	-1%
2	-2%	-5%	9%	-3%	-4%
3	-3%	-2%	?	-5%	-5%
4	-3%	-9%	14%	-4%	0%
5	0%	3%	?	-12%	?
6	-3%	/	6%	-19%	6%
7	1%	-3%	3%	1%	1%
8	2%	-6%	-14%	-1%	0%

(continued)
item	smiles	TSHR antag	ASM inhibitor	TCR activator	a7 integrin act	Eya2 inh	Tb PFK block
9	Cc1ccc(S(=O)(=O)ON=C2CCN(S(=O)(=O)c3ccccc3)CC2)cc1	-25	3%	-1%	61%	-8%	0%
10	Cc1ccc(NC(=O)C2CCN(C(=O)[C@@H]3Cc4ccccc4CN3)CC2)cc1	-1	2%	-3%	-29%	-3%	0%
11	CC(=O)c1c(C)nc(C)nc1NC(=O)C(C)C	16	3%	3%	-4%	-3%	-12%
12	COc1ccc(C)cc1-n1nnnc1SCC(=O)N1CCC(C(=O)Nc2nccs2)CC1	-12	-1%	0%	-13%	-14%	1%
13	O=C(CCCCn1c(=S)[nH]c2ccsc2c1=O)NCc1ccc2c(c1)OCO2	-4	-3%	-5%	33%	8%	-18%
14	CC(C)CN1CCNC(=O)C1CC(=O)NCCCN1CCCc2ccccc21 (configuration not stated)	5	7%	2%	27%	2%	-3%
15	COc1ccc(OC)c(NC(=O)CCN2CCC(C)CC2)c1	9	2%	-6%	-12%	6%	-10%
16	Cc1ccc(Cc2cnc(N3C(=N)SC(C)C3=O)s2)cc1 (configuration not stated)	-25	2%	-1%	-31%	8%	-4%

item	Mito fusion yeast	A-T KAP1 phos	ELG1 repair inh	TSG101-PTAP inh	Chronic BCR inh
9	-1%	3%	-6%	2%	10%
10	-6%	2%	?	-6%	1%
11	?	16%	3%	1%	0%
12	-3%	6%	-17%	-5%	?
13	3%	-3%	-8%	-2%	?
14	3%	-4%	-2%	-6%	-2%
15	-2%	5%	6%	1%	-1%
16	-19%	22%	?	-5%	?

Continued.
item	smiles	TSHR antag	ASM inhibitor	TCR activator	a7 integrin act	Eya2 inh	Tb PFK block
17	COc1cc(C2CC(=O)Oc3cc(C)c(Br)c(C)c32)cc(OC)c1OC (configuration not stated)	-7	?	3%[46.1 µM]	-1%	-4%	1%
18	COc1ccc(C)cc1-n1nnnc1SCc1nc2ccccc2c(=O)[nH]1	-24	5%	/	-2%	4%	-1%
19	O=C(c1cncs1)N1CCCC(CNS(=O)(=O)c2cccs2)C1 (configuration not stated)	0	9%	9%	-7%	2%	-1%
20	CC(C)(C)NS(=O)(=O)c1ccc(CCC(=O)N2CCCC2)cc1	0	2%	-2%	5%	-2%	-9%
21	CCC1Oc2ccc(C)cc2N(CC(=O)N(Cc2ccncc2)Cc2ccco2)C1=O (configuration not stated)	-4	2%	3%[46.1 µM]	-7%	-8%	1%
22	Cc1ccc(NC(=O)c2sc(N)nc2C)cc1	21	1%	0%	7%	7%	11%
23	COc1ccc(S(=O)(=O)Nc2cccc3c2O[C@H](CN(C)C(=O)NC2CCCCC2)[C@@H](C)CN([C@H](C)CO)C3=O)cc1	-10	0%	3%	-6%	4%	0%
24	O=C1OCC(c2ccccc2)=C1c1ccccc1[N+](=O)[O-]	-2	2%	-3%	16%	2%	3%

item	Mito fusion yeast	A-T KAP1 phos	ELG1 repair inh	TSG101-PTAP inh	Chronic BCR inh
17	/	21%	6%	-6%	-15%
18	4%	8%	?	-7%	?
19	1%	5%	11%	-1%	5%
20	-2%	-9%	-11%	-4%	?
21	7%	/	?	-2%	4%
22	1%	-8%	?	-8%	-9%
23	/	3%	1%	-4%	0%
24	-2%	-1%	10%	1%	-2%

(cont.)
item	smiles	TSHR antag	ASM inhibitor	TCR activator	a7 integrin act	Eya2 inh	Tb PFK block
25	O=C(CCOc1cccc(Br)c1)Nc1ccc(F)c(S(=O)(=O)N2CCOCC2)c1	-19	-12%	4%	-5%	0%	0%
26	COC1(OC)C(=N/O)/C(=N\O)CCC1O (configuration not stated)	-6	1%	-3%	13%	12%	-1%
27	COc1ccc(CCNC(=O)C(=O)c2c[nH]c3ccccc23)cc1OC	-3	-3%	16%	-6%	-15%	0%
28	Cc1ccc(S(=O)(=O)NC2CCCCCC2)cc1C(N)=O	0	4%	-6%	?	-1%	?
29	COc1c2c(nc3ccccc13)OC(C(C)(O)COC(C)=O)C2 (configuration not stated)	7	2%	-1%	-21%	10%	-6%
30	CCC(CC)NC(=O)c1cc2c(C)nn(Cc3ccccc3Cl)c2s1	-5	-10%	-1%	-26%	-13%	4%

item	Mito fusion yeast	A-T KAP1 phos	ELG1 repair inh	TSG101-PTAP inh	Chronic BCR inh
25	4%	-1%	?	0%	-14%
26	-1%	/	-1%	-2%	8%
27	0%	11%	-13%	-1%	-12%
28	-2%	4%	-23%	0%	0%
29	0%	3%	1%	5%	?
30	25%	9%	?	-3%	?

Record cards (already shown):
`Cc1ccc(S(=O)(=O)NC2CCCCCC2)cc1C(N)=O` reads TSHR antag: 0; ASM inhibitor: 4%; TCR activator: -6%; a7 integrin act: ?; Eya2 inh: -1%; Tb PFK block: ?; Mito fusion yeast: -2%; A-T KAP1 phos: 4%; ELG1 repair inh: -23%; TSG101-PTAP inh: 0%; Chronic BCR inh: 0%
`COc1ccc(CCNC(=O)C(=O)c2c[nH]c3ccccc23)cc1OC` reads TSHR antag: -3; ASM inhibitor: -3%; TCR activator: 16%; a7 integrin act: -6%; Eya2 inh: -15%; Tb PFK block: 0%; Mito fusion yeast: 0%; A-T KAP1 phos: 11%; ELG1 repair inh: -13%; TSG101-PTAP inh: -1%; Chronic BCR inh: -12%
